High-throughput results: PubChem, several laboratories
MsrA act – bovine methionine sulfoxide reductase A activation; AID 602163; activation, % at 10.6 µM; actives 0.3% (n = 360,000); purified bovine MsrA, absorbance read-out; in the data active = activation above about 7.5%;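 note: 0% = vehicle and 100% = reference activator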
MLLE-PAM2 inh – blocks PAM2 peptide binding to the PABP1 MLLE domain | P11940 | GST-MLLE / FITC-PAM2 fluorescence polarization | inhibition, % at 20 µM | actives 0.36% (n = 360,000) | AID 588489; in the data active = inhibition above about 35%, passing the limit was not always enough;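 note: plate controls were DMSO wells with GST-MLLE for no effect and wells lacking GST-MLLE protein for full effect; some results filed as inactive read as strong as hits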
MT1-MMP act inh – MT1-MMP (human) activation inhibition; P50281; HT1080 RFP-PRO-GFP cells, GFP/RFP ratio fluorescence, overnight; percent of plate control window, DMSO zero; GFP/RFP ratio change, % at 20 µM; actives 0.061% (n = 360,000); AID 651647;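 active = GFP/RFP ratio change of at least 30% with cell ATP level not reduced by more than half and red fluorescence within 50% of control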; note: strong numbers were not always called active
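Read-out: GFP/RFP fluorescence ratio; Test system: RFP-PRO-GFP reporter HT1080 cells; Compound dosing: single-point 20 µM compound, 1% DMSO; Times: overnight compound exposure at 37 °C.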
CSN inh – inhibitors of human CSN-mediated cullin deneddylation; Q92905; Purified CSN, SCF-Nedd8-OG deneddylation, fluorescence polarization; inhibition, % at 12.5 µM; actives 0.38% (n = 360,000);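 active = pattern-corrected inhibition above about 35%, with an unprinted fluorescence ratio check between 0.5 and 1.5, limit read from the data, passing the limit was not always enough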;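 note: 0% = enzyme with substrate and 100% = substrate without enzyme; some results filed as inactive read as strong as hits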
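Schedule: reaction 90 min, room temperature / Assay system: HEK293T-derived human Csn5 enzyme / Input: Csn5 at 0.24 nM final / Measure: inhibition of Csn5 cleavage, % / Control set: substrate-only high control, full reaction low control / Technique: fluorescence polarization of the substrate / Buffer or medium: Tris/NaCl/DTT buffer, pH 7.5 / Reagent: SCFSkp2-Nedd8OG substrate at 10 nM final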
eLon inh – inhibitors of E. coli Lon protease; P0A9M0; purified E. coli Lon protease, fluorescence polarization; inhibition, % at 7.94 µM; actives 0.42% (n = 360,000); in the data active = inhibition above about 13%, passing the limit was not always enough;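 note: 0% = enzyme with probe and DMSO and 100% = no enzyme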
Target sequence (P0A9M0 whole entry, looked up): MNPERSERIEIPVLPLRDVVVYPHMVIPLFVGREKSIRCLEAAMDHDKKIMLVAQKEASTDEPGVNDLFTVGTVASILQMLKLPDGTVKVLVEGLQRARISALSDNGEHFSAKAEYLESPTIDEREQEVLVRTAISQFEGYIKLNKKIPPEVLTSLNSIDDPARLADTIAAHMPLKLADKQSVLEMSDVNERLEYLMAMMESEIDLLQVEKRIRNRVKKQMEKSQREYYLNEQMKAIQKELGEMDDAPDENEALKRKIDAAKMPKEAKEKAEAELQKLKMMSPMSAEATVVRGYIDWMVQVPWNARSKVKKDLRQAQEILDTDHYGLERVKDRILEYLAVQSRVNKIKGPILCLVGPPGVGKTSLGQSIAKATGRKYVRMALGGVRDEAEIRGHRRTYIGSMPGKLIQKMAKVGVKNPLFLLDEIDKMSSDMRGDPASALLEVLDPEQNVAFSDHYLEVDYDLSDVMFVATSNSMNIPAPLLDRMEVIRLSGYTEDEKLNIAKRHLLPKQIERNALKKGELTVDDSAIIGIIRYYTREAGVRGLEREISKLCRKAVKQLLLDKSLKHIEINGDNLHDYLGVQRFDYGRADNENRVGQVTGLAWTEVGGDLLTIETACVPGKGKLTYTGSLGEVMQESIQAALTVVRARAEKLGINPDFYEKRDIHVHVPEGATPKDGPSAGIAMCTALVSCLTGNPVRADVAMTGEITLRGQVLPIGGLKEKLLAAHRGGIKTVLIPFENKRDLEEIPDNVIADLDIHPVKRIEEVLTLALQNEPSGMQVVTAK
Rin1 Abl inh – human Rin1-Abl interaction inhibition; TR-FRET Rin1/Abl binding, biochemical; inhibition, % at 7.35 µM; actives 0.4% (n = 360,000); AID 588664; in the data active = inhibition above about 5%, passing the limit was not always enough
FAS-TE inh – inhibitors of human fatty acid synthase thioesterase domain | P49327 | recombinant FAS-TE, OMFH fluorogenic substrate, fluorescence endpoint | inhibition, % at 15 µM | actives 0.67% (n = 360,000) | AID 602261;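 active = compounds whose normalised, plate-corrected inhibition of enzyme fluorescence in the single-dose primary screen is 50% or more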;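 note: 0% = DMSO with enzyme and 100% = substrate without enzyme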
Rpn11 block – Rpn11 (human) deubiquitinase inhibition; human 26S proteasome, Ub4-pepOG fluorescence polarization; 20S core pre-blocked with epoxomicin; calls only at 20 µM; O00487; actives 0.59% (n = 360,000);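 active = inhibition at 20 µM, scaled to each plate's controls, above about 33%, limit read from the data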
MsrA inh – inhibitors of bovine MsrA; purified bovine MsrA, absorbance read-out; inhibition, % at 15.5 µM; actives 0.75% (n = 360,000); in the data active = inhibition above about 4.5%;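 note: 0% = vehicle wells with enzyme and 100% = reference inhibitor wells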
Active calls of the source: *; i = inactive; . = no result given; + = active, no number. An unsorted share of the library; 3.7% or so of the library scored in one or more.

SMILES	MsrA act	MLLE-PAM2 inh	MT1-MMP act inh	CSN inh	eLon inh	Rin1 Abl inh	FAS-TE inh	Rpn11 block	MsrA inh
Cc1cccc(NC(=O)COC(=O)CN2C(=O)c3ccccc3C2=O)c1	-2	-3	0	-3	3	-2	-6	i	0.2
Cc1cc(C(=O)Nc2ccon2)ccc1[N+](=O)[O-]	-2	10	2	0	-4	-3	-5	i	-0.8
COc1ccc(NC(=O)c2cc(C)no2)cc1Cl	-2	-18	1	2	-6	2	-4	i	-0.2
O=C(CSCc1nc2ccccc2[nH]1)N1CCN(c2ccc(F)cc2)CC1	0	4	-7	7	-5	-2	-1	i	0.9
Cc1ccc(NC(=O)c2cc3ccccc3cc2O)cc1	0	16	-13	-2	-5	-2	0	i	0.6
Cc1cccnc1NC(=O)c1ccc(COc2ccccc2)o1	-1	-6	3	0	-6	-1	-5	i	0.7
Cc1cccc(N2CC(C(=O)OCC(=O)Nc3sccc3C(N)=O)CC2=O)c1C (stereo not given)	-3	3	4	1	-4	1	-2	i	-1.2
CCCn1c(N)c(C(=O)CSc2nc3ccccc3n2CCC#N)c(=O)n(C)c1=O	-5	6	-3	1	-6	-5	-2	i	-1.8
Cc1ccc(C(=O)c2cc3c(cc2N)OCCO3)cc1	-2	9	2	-8	-2	0	4	i	-0.3
COC(CNC(=O)C1CC(=O)N(CCc2ccc(C)cc2)C1)OC (stereo not given)	-9	20	4	-4	-11	0	-5	i	-0.7
CCNC(=S)N1CCC(C(=O)c2ccc3c(c2)OCCO3)CC1	-3	-119	4	-4	4	3	-5	i	1.6
O=S(=O)(Nc1cccc(-c2nnco2)c1)c1ccc(Cl)cc1	-8	-13	2	2	11	-2	1	i	-0.2
Cc1ccc(NS(=O)(=O)c2ccc(C(=O)NCC(c3ccco3)N(C)C)cc2)cc1 (stereo not given)	-1	-4	-1	-2	-2	0	-7	i	-0.7
CC(C)(C)[C@H]1C=C(C(=O)NC2CC2)O[C@@H](OCCCCO)C1	-3	11	4	1	0	2	-7	i	-0.9
O=C(N/N=C/c1cnc2ccccc2n1)c1cccc(F)c1	-6	28	2	2	-1	-6	-8	i	5.8*
COc1ccc(NS(=O)(=O)c2ccc(C(=O)Nc3c(C)n(C)n(-c4ccccc4)c3=O)cc2)cc1	-11	-13	3	-1	-10	-1	-2	i	0.7
C/C(=N\NC(=O)c1ccc(N(C)C)cc1)c1ccc(C)c(C)c1	-7	9	1	-7	-6	-1	-6	i	2.4
c1ccc(Nc2nc(N3CCCC3)nc(N3CCOCC3)n2)cc1	-14	-7	-7	-6	-1	0	1	i	-0.1
COC(=O)[C@@]1(C(C)C)N=C(c2cc(OC)c(OC)c(OC)c2)[C@]2(O1)C(=O)Nc1ccccc12	0	.	4	3	-3	.	-7	.	-1.6
CC(NC(=O)c1ccccc1Br)c1nnc(SCC(=O)NC2=NCCS2)n1C (stereo not given)	-2	7	-1	-2	-7	1	-7	i	0.4
Cc1cc(C)n(C(C)CC(=O)Nc2ccc(-c3ccno3)cc2)n1 (stereo not given)	-9	7	-7	2	6	3	-8	i	0.4
CC(=O)c1cccc(NC(=O)CSc2nc(=O)n(CCCN3CCOCC3)c3c2CCC3)c1	-4	-2	0	-2	1	0	-10	i	0.3
COc1cc(/C=C/C(=O)OCC(=O)Nc2ccc3c(c2)OCCO3)ccc1O	-3	-16	-3	0	-4	-3	-3	i	2.8
COc1cc(C#N)ccc1OCC(=O)Nc1cccc(S(=O)(=O)N2CCCC2)c1	-6	-3	4	0	4	0	6	i	-0.8
N#C/C(=C\c1cccc(Oc2ccc(C(F)(F)F)cc2[N+](=O)[O-])c1)c1nc2ccccc2[nH]1	-2	-9	-2	5	-12	0	25	i	0.7
Cc1ccc(Cn2nnc3c(=O)n(CC(=O)OCc4ccccc4)cnc32)cc1	1	-2	9	-2	-4	4	6	i	-1.0
Clc1ccc(SCc2cc(-c3ccc(Cl)cc3)on2)cc1	-5	4	-2	0	-5	2	23	i	-0.1
O=C(Cc1ccc(Cl)cc1Cl)Nc1ccncc1Cl	-4	5	2	1	7	3	12	i	-1.0
O=C(O)c1ccc(/C=C/C(=O)c2ccc3c(c2)OCCCO3)cc1	-5	4	-1	4	7	-1	-8	i	6.5*
Cc1ccc2nc(Nc3ccccc3)cc(C)c2c1	-4	1	4	2	8	1	27	i	-0.4
S=C1CCC(c2ccc(Br)cc2)=NN1c1ccccc1	-4	28	-2	-1	3	-2	30	i	1.1
CC1(C)NC(=O)N(CC(O)CN2C(=O)NC(C)(C)C2=O)C1=O	-1	-3	-2	16	6	-3	-6	i	-1.2
N#CC1(NC(=O)CSc2nc3ccc([N+](=O)[O-])cc3s2)CCCCC1	-2	-58	-3	1	7	1	32	i	2.2
Cc1nc2ccc(F)cc2cc1C(=O)Nc1ccc(Cl)c(Cl)c1	-4	6	-2	-5	1	0	-12	i	-0.2
CCOc1ccc(C(O)(c2ccccc2)C(CN2CCCC2)c2ccccc2)cc1 (stereo not given)	-3	-8	-1	-1	6	-2	-1	i	-0.5
CN(C)CCn1c2c(c(SCC(=O)Nc3ccc4c(c3)OCCO4)nc1=O)CCCC2	-1	-10	1	1	-12	2	-1	i	2.3
COc1cc(NC2=Nc3cccc4cccc2c34)cc(OC)c1OC	2	-50	-26	4	-51	-4	-2	+	0.5
O=C(NCCc1ccc(C(F)(F)F)cc1)c1ccc(Cl)nc1	1	6	5	2	-5	-2	6	i	-0.7
Cc1cc(C)c(C)c(S(=O)(=O)N2CCC(C(=O)NCc3ccco3)CC2)c1C	-2	5	-6	-2	-7	1	6	i	1.0
COc1cccc(/C=N/NC(=O)c2cnccn2)c1	-8	20	1	-9	6	-3	-9	i	-0.3

Of the compounds above, two contain bromine.
SMILES	MsrA act	MLLE-PAM2 inh	MT1-MMP act inh	CSN inh	eLon inh	Rin1 Abl inh	FAS-TE inh	Rpn11 block	MsrA inh
CC(NC(=O)c1ccccc1Br)c1nnc(SCC(=O)NC2=NCCS2)n1C (stereo not given)	-2	7	-1	-2	-7	1	-7	i	0.4
S=C1CCC(c2ccc(Br)cc2)=NN1c1ccccc1	-4	28	-2	-1	3	-2	30	i	1.1

(more compounds)
SMILES	MsrA act	MLLE-PAM2 inh	MT1-MMP act inh	CSN inh	eLon inh	Rin1 Abl inh	FAS-TE inh	Rpn11 block	MsrA inh
COc1cnc(-c2ccccn2)nc1N(C)c1ccccc1	-4	2	-13	0	6	3	-10	i	-0.2
Cc1cc(C(=O)CCC(=O)N(C)CC(=O)Nc2ccc(OC(F)(F)F)cc2)c(C)s1	0	11	-3	0	5	0	10	i	0.1
CCn1cc(Br)c(C(=O)Nc2ccc(F)cc2F)n1	-1	-9	-1	-1	2	2	-2	i	0.1
CCNS(=O)(=O)c1c(C)cc(C)c(N(C)S(=O)(=O)c2ccccc2)c1C	-1	9	1	5	11	2	4	i	0.4
Cc1ccc(NC(=O)COC(=O)CCC(=O)c2cccs2)cc1S(=O)(=O)N1CCOCC1	0	-13	9	-11	1	-4	9	i	0.9
CC(NCc1ccc(OCc2ccc(Cl)cc2)cc1)C(O)c1ccccc1 (stereo not given)	-2	7	-6	0	-5	-5	16	i	0.7
N#CCCn1ncc2ccccc21	-3	-3	-3	-1	2	3	-3	i	-0.5
CCc1ccc(N2CC(C(=O)OCC(=O)Nc3ccc(C#N)cc3)CC2=O)cc1 (stereo not given)	-3	-15	-3	-6	-6	0	-1	i	1.1
O=C(COc1cccnc1[N+](=O)[O-])Nc1cccc(S(=O)(=O)N2CCOCC2)c1	-5	10	6	2	3	1	-2	i	0.9
Cc1ccccc1CNC(=O)C(=O)NCC1OCCCN1S(=O)(=O)c1ccc(F)cc1C (stereo not given)	-1	3	2	-4	2	-2	-1	i	-0.8
Cc1ccc2cc(C)c(Sc3nnnn3-c3ccccc3)nc2c1	-2	-14	-3	0	4	0	16	i	-0.7
O=C(CSc1nnc(-c2ccc(F)cc2)o1)N1CCCCC1	-2	-5	-2	1	4	0	-2	i	1.0
O=C(Cc1ccc(Cl)cc1)Nc1ccc(SC(F)F)cc1	-1	15	-6	-9	3	-3	41	i	-0.8
Cc1ccc(S(=O)(=O)N2CCCCC2CCNC(=O)C(=O)NCc2cccnc2)cc1 (stereo not given)	-2	-1	-3	5	-8	1	0	i	-1.5
COc1ccc(S(=O)(=O)N(CC(=O)NC2CC3CCC2C3)c2ccccc2OC)cc1 (stereo not given)	3	0	-3	1	-2	1	9	i	-0.8

Gathered by group: the compounds so far with an aryl thioether with sulfur outside any ring (9)
SMILES	MsrA act	MLLE-PAM2 inh	MT1-MMP act inh	CSN inh	eLon inh	Rin1 Abl inh	FAS-TE inh	Rpn11 block	MsrA inh
CCCn1c(N)c(C(=O)CSc2nc3ccccc3n2CCC#N)c(=O)n(C)c1=O	-5	6	-3	1	-6	-5	-2	i	-1.8
CC(NC(=O)c1ccccc1Br)c1nnc(SCC(=O)NC2=NCCS2)n1C (stereo not given)	-2	7	-1	-2	-7	1	-7	i	0.4
CC(=O)c1cccc(NC(=O)CSc2nc(=O)n(CCCN3CCOCC3)c3c2CCC3)c1	-4	-2	0	-2	1	0	-10	i	0.3
Clc1ccc(SCc2cc(-c3ccc(Cl)cc3)on2)cc1	-5	4	-2	0	-5	2	23	i	-0.1
N#CC1(NC(=O)CSc2nc3ccc([N+](=O)[O-])cc3s2)CCCCC1	-2	-58	-3	1	7	1	32	i	2.2
CN(C)CCn1c2c(c(SCC(=O)Nc3ccc4c(c3)OCCO4)nc1=O)CCCC2	-1	-10	1	1	-12	2	-1	i	2.3
Cc1ccc2cc(C)c(Sc3nnnn3-c3ccccc3)nc2c1	-2	-14	-3	0	4	0	16	i	-0.7
O=C(CSc1nnc(-c2ccc(F)cc2)o1)N1CCCCC1	-2	-5	-2	1	4	0	-2	i	1.0
O=C(Cc1ccc(Cl)cc1)Nc1ccc(SC(F)F)cc1	-1	15	-6	-9	3	-3	41	i	-0.8
